TcdB inh: inhibitors of Clostridioides difficile toxin B glycohydrolase; 350,000 tested, 0.24% active; inhibition, % at 9.99 µM; TcdB glycohydrolase enzymatic assay, plate reader; in the data active = inhibition above about 10%
Target sequence (P18177 whole entry, looked up): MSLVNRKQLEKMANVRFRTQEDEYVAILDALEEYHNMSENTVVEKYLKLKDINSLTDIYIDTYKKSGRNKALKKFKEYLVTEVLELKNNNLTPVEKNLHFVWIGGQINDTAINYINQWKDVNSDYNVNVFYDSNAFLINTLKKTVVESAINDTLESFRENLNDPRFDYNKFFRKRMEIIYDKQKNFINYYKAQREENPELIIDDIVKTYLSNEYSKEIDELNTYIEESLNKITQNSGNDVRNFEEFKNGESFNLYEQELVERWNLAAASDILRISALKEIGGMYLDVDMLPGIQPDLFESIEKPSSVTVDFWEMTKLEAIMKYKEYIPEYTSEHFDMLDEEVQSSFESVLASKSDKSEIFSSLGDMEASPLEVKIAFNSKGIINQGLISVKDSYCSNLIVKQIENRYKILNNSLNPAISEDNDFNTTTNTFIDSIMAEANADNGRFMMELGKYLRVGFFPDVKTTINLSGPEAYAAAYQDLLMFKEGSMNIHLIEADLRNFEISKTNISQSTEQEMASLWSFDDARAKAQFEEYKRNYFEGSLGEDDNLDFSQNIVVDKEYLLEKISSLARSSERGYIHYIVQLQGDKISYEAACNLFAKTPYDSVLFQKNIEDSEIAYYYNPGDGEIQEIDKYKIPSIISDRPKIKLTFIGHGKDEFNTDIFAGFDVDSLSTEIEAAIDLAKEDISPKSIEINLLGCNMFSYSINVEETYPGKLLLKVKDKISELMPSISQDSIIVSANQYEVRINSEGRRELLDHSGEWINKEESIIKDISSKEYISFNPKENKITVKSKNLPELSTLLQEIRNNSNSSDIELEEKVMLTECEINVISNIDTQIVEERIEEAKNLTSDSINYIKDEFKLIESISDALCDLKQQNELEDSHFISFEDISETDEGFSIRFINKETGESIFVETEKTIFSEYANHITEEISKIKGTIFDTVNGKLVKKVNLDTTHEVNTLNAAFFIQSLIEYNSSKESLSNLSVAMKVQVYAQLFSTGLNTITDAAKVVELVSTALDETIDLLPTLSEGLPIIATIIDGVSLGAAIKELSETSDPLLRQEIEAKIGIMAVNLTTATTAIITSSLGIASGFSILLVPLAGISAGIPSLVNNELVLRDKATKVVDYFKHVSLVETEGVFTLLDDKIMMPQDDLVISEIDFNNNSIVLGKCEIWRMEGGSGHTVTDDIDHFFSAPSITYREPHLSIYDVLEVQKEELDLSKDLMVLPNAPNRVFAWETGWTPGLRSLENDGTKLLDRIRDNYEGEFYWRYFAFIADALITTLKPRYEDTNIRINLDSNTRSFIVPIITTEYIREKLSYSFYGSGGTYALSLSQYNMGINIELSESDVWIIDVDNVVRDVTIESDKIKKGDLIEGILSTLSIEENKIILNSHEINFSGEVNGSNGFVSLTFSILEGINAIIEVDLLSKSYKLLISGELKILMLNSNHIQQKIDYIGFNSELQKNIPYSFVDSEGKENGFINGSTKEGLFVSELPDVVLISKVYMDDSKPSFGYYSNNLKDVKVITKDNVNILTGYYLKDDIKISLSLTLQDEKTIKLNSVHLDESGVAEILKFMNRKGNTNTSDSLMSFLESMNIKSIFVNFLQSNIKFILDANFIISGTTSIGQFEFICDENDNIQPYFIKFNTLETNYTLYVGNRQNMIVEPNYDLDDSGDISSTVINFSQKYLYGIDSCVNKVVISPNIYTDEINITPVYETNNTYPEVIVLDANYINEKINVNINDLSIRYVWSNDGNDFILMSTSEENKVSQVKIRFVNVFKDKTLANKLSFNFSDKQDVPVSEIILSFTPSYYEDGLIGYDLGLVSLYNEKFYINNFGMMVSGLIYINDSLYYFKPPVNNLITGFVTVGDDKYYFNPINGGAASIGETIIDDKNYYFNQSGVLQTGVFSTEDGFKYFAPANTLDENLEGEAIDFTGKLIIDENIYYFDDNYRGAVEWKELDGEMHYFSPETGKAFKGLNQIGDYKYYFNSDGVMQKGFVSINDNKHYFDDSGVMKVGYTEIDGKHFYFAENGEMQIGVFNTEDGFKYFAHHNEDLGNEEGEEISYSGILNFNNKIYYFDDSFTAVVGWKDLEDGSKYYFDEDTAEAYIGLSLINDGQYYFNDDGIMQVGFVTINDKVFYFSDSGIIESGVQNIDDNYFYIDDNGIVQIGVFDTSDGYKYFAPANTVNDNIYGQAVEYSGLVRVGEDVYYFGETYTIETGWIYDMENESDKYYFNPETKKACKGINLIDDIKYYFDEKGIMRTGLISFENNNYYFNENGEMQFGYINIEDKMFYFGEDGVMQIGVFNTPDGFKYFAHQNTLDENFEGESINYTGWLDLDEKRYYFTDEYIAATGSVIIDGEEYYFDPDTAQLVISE
Starred values were filed as active, the others as inactive. A portion of the library, so the mix of outcomes need not match the whole.

CCCN1[C@@H]2Cn3c(ccc(-c4cccc(F)c4)c3=O)[C@H]1[C@@H](C(=O)N(C)C)[C@@H]2CO
- TcdB inh: -0.3

COc1cccc(NC(=O)N(C)C[C@H]2Oc3cc(C#Cc4ccccc4)ccc3S(=O)(=O)N([C@H](C)CO)C[C@H]2C)c1
- TcdB inh: 0.4

CN(C)C(=O)C[C@@H]1CC[C@@H]2[C@H](COc3ccc(NC(=O)NCc4ccccc4)cc3C(=O)N2C)O1
- TcdB inh: 0.0

O=C(C[C@H]1C=C[C@H](NC(=O)c2ccncc2)[C@@H](CO)O1)Nc1ccc(-c2ccccc2)cc1
- TcdB inh: 1.2

C[C@H]1CN([C@@H](C)CO)C(=O)Cc2cc(NS(=O)(=O)c3ccc(Cl)cc3)ccc2O[C@H]1CN(C)CC1CCCCC1
- TcdB inh: 0.8

C[C@H](CO)N1C[C@H](C)[C@H](CN(C)C(=O)Nc2ccc(F)cc2)Oc2ccc(NS(=O)(=O)c3ccc(F)cc3)cc2C1=O
- TcdB inh: -1.0

C[C@@H]1CN([C@@H](C)CO)S(=O)(=O)c2ccc(C3=CCCC3)cc2O[C@@H]1CN(C)C
- TcdB inh: -21

CC(C)C#Cc1ccc2c(c1)O[C@@H](CN(C)C(=O)Cc1ccccn1)[C@H](C)CN([C@@H](C)CO)S2(=O)=O
- TcdB inh: -0.3

CC(C)NC(=O)Nc1ccc2c(c1)C(=O)N([C@H](C)CO)C[C@H](C)[C@@H](CN(C)Cc1ccccc1)O2
- TcdB inh: 1.1

C[C@H]1CN([C@@H](C)CO)C(=O)c2cc(NC(=O)Cn3cnnn3)ccc2O[C@@H]1CN(C)C(=O)Nc1cccc2ccccc12
- TcdB inh: 0.3

CCC(=O)N(C)C[C@H]1Oc2cc(-c3ccccc3OC)ccc2S(=O)(=O)N([C@@H](C)CO)C[C@H]1C
- TcdB inh: -1.5

CO[C@H]1O[C@H](CO)[C@@H](OC(=O)Nc2ccc(C(F)(F)F)cc2)[C@H](OC(=O)Nc2ccc3c(c2)OCO3)[C@H]1OC(=O)Nc1ccc2c(c1)OCO2
- TcdB inh: 0.4

O=C(C[C@@H]1C=C[C@H](NC(=O)Nc2ccc(F)cc2)[C@@H](CO)O1)NCc1cccc(F)c1
- TcdB inh: 0.6

C[C@@H]1CN([C@@H](C)CO)C(=O)c2cc(N(C)C)ccc2O[C@@H]1CN(C)S(=O)(=O)c1cn(C)cn1
- TcdB inh: -3.5

O=C(C1CCC1)N1CC2(C1)[C@H](c1ccccc1)[C@@H](CO)N2CCC(F)(F)F
- TcdB inh: 0.0

CCCC(=O)Nc1ccc2c(c1)C(=O)N(C)C[C@H](OC)[C@H](C)CN(CCC)[C@H](C)CO2
- TcdB inh: 0.4

C[C@H]1CN([C@@H](C)CO)C(=O)c2cc(-c3ccc(F)cc3)cnc2O[C@@H]1CN(C)C(=O)CN(C)C
- TcdB inh: -0.7

COc1ccc2c3c(n(C)c2c1)[C@@H](CO)N(C(=O)CN(C)C)CC31CCN(S(C)(=O)=O)CC1
- TcdB inh: -5.4

COc1ccc(S(=O)(=O)Nc2ccc3c(c2)C(=O)N([C@@H](C)CO)C[C@H](C)[C@@H](CN(C)C(=O)Nc2c(C)noc2C)O3)cc1
- TcdB inh: -0.1

CO[C@H]1CN(C)C(=O)c2cc(NC(=O)Cc3ccccc3)ccc2OC[C@@H](C)N(C(C)=O)C[C@H]1C
- TcdB inh: 0.8

C[C@H]1CN([C@@H](C)CO)C(=O)c2cc(NC(=O)CCCN(C)C)ccc2O[C@H]1CN(C)Cc1ccccc1
- TcdB inh: -0.8

O=C(C1CCCCC1)N1CC2(C1)[C@H](c1ccccc1)[C@H](CO)N2CC1CCCC1
- TcdB inh: 0.5

C[C@H]1CN([C@@H](C)CO)C(=O)c2cc(NC(=O)CCCN(C)C)ccc2O[C@@H]1CN(C)C(=O)NC1CCCCC1
- TcdB inh: 1.7

C[C@H]1CN([C@@H](C)CO)C(=O)c2cccc(NC(=O)C3CCOCC3)c2O[C@H]1CN(C)Cc1ccc(Oc2ccccc2)cc1
- TcdB inh: 0.2

C[C@H]1CCCCO[C@H](CN(C)C(=O)C2CCCCC2)[C@@H](C)CN([C@@H](C)CO)C(=O)c2cc(NC(=O)Nc3ccc(F)cc3)ccc2O1
- TcdB inh: 1.5

CCCN(C)C[C@@H]1Oc2cc(-c3ccccc3)ccc2S(=O)(=O)N([C@@H](C)CO)C[C@@H]1C
- TcdB inh: -0.6

NCC[C@@H]1CC[C@H](NC(=O)C2CC2)[C@@H](CO)O1
- TcdB inh: 0.6

COc1ccc(CN(C)C[C@H]2Oc3ccc(NS(=O)(=O)c4ccc(C)cc4)cc3CC(=O)N([C@@H](C)CO)C[C@@H]2C)cc1
- TcdB inh: 1.5

O=S(=O)(c1ccccc1F)N1CC[C@@H]2[C@H]1c1cc(-c3ccccc3F)ccc1N[C@@H]2CO
- TcdB inh: 1.5

C[C@H](CO)N1C[C@H](C)[C@@H](CN(C)S(=O)(=O)c2cn(C)cn2)Oc2ccc(NC(=O)C3CC3)cc2CC1=O
- TcdB inh: -0.3

3 successive records already listed, quoted:
CCCC(=O)Nc1ccc2c(c1)C(=O)N(C)C[C@H](OC)[C@H](C)CN(CCC)[C@H](C)CO2
- TcdB inh: 0.4

C[C@H]1CN([C@@H](C)CO)C(=O)c2cc(-c3ccc(F)cc3)cnc2O[C@@H]1CN(C)C(=O)CN(C)C
- TcdB inh: -0.7

COc1ccc2c3c(n(C)c2c1)[C@@H](CO)N(C(=O)CN(C)C)CC31CCN(S(C)(=O)=O)CC1
- TcdB inh: -5.4

Additional structures follow:
CO[C@@H]1CN(C)C(=O)c2cc(NC(=O)C3CC3)ccc2OC[C@@H](C)N(C(=O)Cc2ccccn2)C[C@@H]1C
- TcdB inh: -0.2

C[C@@H]1CN([C@H](C)CO)C(=O)c2cc(NS(=O)(=O)c3ccccc3)ccc2O[C@H]1CN(C)Cc1ccc(C(=O)O)cc1
- TcdB inh: -1.5

CCC(=O)Nc1ccc2c(c1)C(=O)N(C)C[C@H](OC)[C@H](C)CN(C(=O)CC)[C@H](C)CO2
- TcdB inh: -2.5

Cc1noc(C)c1NC(=O)N(C)C[C@@H]1Oc2ccc(NC(=O)Cc3cn(C)c4ccccc34)cc2CC(=O)N([C@@H](C)CO)C[C@H]1C
- TcdB inh: -0.1

COc1cccc(C(=O)N2C[C@H]3[C@@H](c4ccccc42)[C@@H](CO)N3C(=O)c2ccccc2)c1
- TcdB inh: -0.8

CCCN1[C@@H]2c3ccc(-c4ccccc4)c(=O)n3C[C@@H]2[C@@H](CO)[C@@H]1C(=O)N(C)C
- TcdB inh: 0.4

CCCNC(=O)N1C[C@@H]2[C@H](c3ccccc31)[C@@H](CO)N2C(=O)CN1CCOCC1
- TcdB inh: 0.3

COc1ccc(CN2C[C@@H](O)COC[C@@H]3O[C@@H](CC(=O)NCc4ccccc4Cl)CC[C@H]32)cc1
- TcdB inh: -0.2

C/C=C/c1ccc([C@@H]2[C@@H](CO)N3CCCCN(C(=O)Cc4ccncc4)C[C@H]23)cc1
- TcdB inh: -0.6

COc1cccc(NC(=O)N2CC3(C2)[C@@H](c2ccccc2)[C@H](CO)N3C(C)=O)c1
- TcdB inh: -11

Cc1ccc(S(=O)(=O)Nc2ccc3c(c2)C(=O)N(C)[C@@H]2CC[C@@H](CC(=O)O)O[C@@H]2CO3)cc1
- TcdB inh: -0.4

C[C@@H]1CCCCO[C@@H](CN(C)Cc2ccc(Cl)c(Cl)c2)[C@@H](C)CN([C@@H](C)CO)C(=O)c2cc(NC(=O)Nc3ccc(F)cc3)ccc2O1
- TcdB inh: -1.3

Cc1noc(C)c1NC(=O)N(C)C[C@@H]1Oc2cc(C#CCC(C)C)ccc2S(=O)(=O)N([C@H](C)CO)C[C@H]1C
- TcdB inh: 1.6

CNC[C@H]1Oc2ccc(NC(=O)c3ccncc3)cc2C(=O)N([C@@H](C)CO)C[C@@H]1C
- TcdB inh: 0.6

CCC(=O)N1Cc2cc(C(=O)N3CCCCC3)nc(-c3cccc(-c4cccnc4)c3)c2[C@H]1CCO
- TcdB inh: 0.7

C[C@H]1CN([C@@H](C)CO)C(=O)c2cc(C#Cc3cccc(F)c3)cnc2O[C@H]1CN(C)Cc1ccccn1
- TcdB inh: -1.4

CCNC(=O)Nc1ccc2c(c1)C(=O)N(C)[C@@H]1CC[C@H](CC(=O)Nc3ccccc3)O[C@H]1CO2
- TcdB inh: 0.3

Cc1noc(C)c1C(=O)N(C)C[C@H]1OCc2ccccc2-c2c(n(C)c3ccccc23)C(=O)N([C@H](C)CO)C[C@H]1C
- TcdB inh: 0.7

O=C(C[C@@H]1CC[C@H]2[C@@H](COC[C@H](O)CN2C(=O)Nc2ccc(Cl)cc2)O1)N1CCCCC1
- TcdB inh: 1.1

CO[C@H]1CN(C)C(=O)c2cc(NC(=O)c3ccccc3)ccc2OC[C@@H](C)N(C)C[C@@H]1C
- TcdB inh: -4.7

COc1ccc2c3c(n(C)c2c1)[C@@H](CO)N(S(=O)(=O)c1ccc(C)cc1)CC31CCN(C)CC1
- TcdB inh: -0.1

CO[C@H]1CN(C)C(=O)c2cc(NC(=O)NC(C)C)ccc2OC[C@H](C)N(C)C[C@H]1C
- TcdB inh: -0.9

COCC(=O)Nc1ccc2c(c1)OC[C@H](C)N(C(C)=O)C[C@@H](C)[C@H](OC)CN(C)C2=O
- TcdB inh: -0.7

COc1ccc(S(=O)(=O)N2C[C@H](O)COC[C@H]3O[C@H](CC(=O)NCCCN(C)C)CC[C@@H]32)cc1
- TcdB inh: 0.1

C[C@@H]1CN([C@@H](C)CO)C(=O)c2cc(C3=CCCCC3)cnc2O[C@@H]1CN(C)Cc1ccncc1
- TcdB inh: -6.9

CC(C)c1cn(CC[C@@H]2CC[C@@H](NC(=O)C3CCC3)[C@@H](CO)O2)nn1
- TcdB inh: 0.0

COc1ccc(NC(=O)N[C@@H]2CC[C@@H](CCNC(=O)Cc3ccncc3)O[C@H]2CO)cc1
- TcdB inh: -0.7

Cc1ccccc1-c1ccc2c(c1)O[C@H](CN(C)C(=O)Nc1ccc(C(F)(F)F)cc1)[C@H](C)CN([C@@H](C)CO)S2(=O)=O
- TcdB inh: 0.3

O=C(NCC[C@@H]1CC[C@H](NS(=O)(=O)c2ccc(F)cc2)[C@H](CO)O1)Nc1ccc(Cl)cc1
- TcdB inh: 0.3

COc1cccc(CNC(=O)[C@H]2[C@H](CO)[C@H]3Cn4c(ccc(-c5cncnc5)c4=O)[C@@H]2N3C(C)=O)c1
- TcdB inh: 2.1

C[C@@H]1CN([C@H](C)CO)C(=O)Cc2cc(NS(C)(=O)=O)ccc2O[C@H]1CN(C)C(=O)Nc1ccc(F)cc1
- TcdB inh: -0.1

CS(=O)(=O)Nc1ccc2c(c1)[C@H]1C[C@H](CC(=O)NC3CCCCC3)O[C@@H](CO)[C@H]1O2
- TcdB inh: 0.1

C[C@H](CO)N1C[C@H](C)[C@H](CN(C)C(=O)CN(C)C)Oc2ncc(C#Cc3ccccc3)cc2C1=O
- TcdB inh: 0.7

CCCC#Cc1cnc2c(c1)C(=O)N([C@H](C)CO)C[C@H](C)[C@H](CN(C)C(=O)C1CCOCC1)O2
- TcdB inh: -1.7

O=C(C[C@@H]1CC[C@H]2[C@@H](COC[C@H](O)CN2S(=O)(=O)c2ccc(Cl)cc2)O1)NCCN1CCCCC1
- TcdB inh: -0.1

C[C@@H]1CN([C@H](C)CO)C(=O)Cc2cc(NS(=O)(=O)c3cn(C)cn3)ccc2O[C@@H]1CN(C)S(=O)(=O)c1ccc(Cl)cc1
- TcdB inh: 1.1

OC[C@@H]1[C@H](c2ccc(C#CC3CC3)cc2)[C@@H]2CN(CCC(F)(F)F)CCCCN12
- TcdB inh: 1.3

C[C@H](O)C#Cc1ccc2c(c1)O[C@H](CN(C)C(=O)c1ccccc1)[C@@H](C)CN([C@@H](C)CO)S2(=O)=O
- TcdB inh: -0.1

COc1ccc2c3c([nH]c2c1)[C@H](CO)N(C(=O)C1CCCC1)CC31CN(S(C)(=O)=O)C1
- TcdB inh: 0.3

C[C@@H]1CCCCO[C@@H](CN(C)C(=O)Nc2ccccc2)[C@H](C)CN([C@@H](C)CO)C(=O)c2cc(NC(=O)Nc3ccccc3)ccc2O1
- TcdB inh: 0.5

C[C@@H]1CN([C@H](C)CO)S(=O)(=O)c2ccc(C3=CCCC3)cc2O[C@H]1CN(C)C(=O)c1ccncc1
- TcdB inh: -0.4

CO[C@H]1CN(C)C(=O)c2ccc(NC(=O)c3ccno3)cc2OC[C@@H](C)N(S(C)(=O)=O)C[C@H]1C
- TcdB inh: -1.0

O=C(c1ccc(F)cc1)N1CCCCN2[C@H](C1)[C@@H](c1ccc(-c3ccc(F)cc3)cc1)[C@@H]2CO
- TcdB inh: 0.4

O=S(=O)(N[C@@H]1CC[C@H](CCn2cc(C3(O)CCCC3)nn2)O[C@H]1CO)c1ccccc1
- TcdB inh: 1.2

C[C@@H]1CN([C@@H](C)CO)C(=O)Cc2cc(NS(=O)(=O)c3ccc(Cl)cc3)ccc2O[C@H]1CN(C)S(=O)(=O)c1ccc(Cl)cc1
- TcdB inh: -0.6

C[C@@H]1CN([C@@H](C)CO)C(=O)c2cc(C#CCc3ccccc3)cnc2O[C@@H]1CN(C)C(=O)C1CCC1
- TcdB inh: -0.3

C[C@@H]1CCCCO[C@H](CN(C)C(=O)c2ccccc2)[C@@H](C)CN([C@H](C)CO)C(=O)c2cc(NC(=O)CCCN(C)C)ccc2O1
- TcdB inh: -0.5

O=C(Nc1ccc(Cl)cc1)N[C@H]1CC[C@H](CCn2cc(C3(O)CCCC3)nn2)O[C@H]1CO
- TcdB inh: 0.0

Cc1cc(C(=O)Nc2cccc3c2O[C@@H](CN(C)S(=O)(=O)c2cccs2)[C@@H](C)CN([C@H](C)CO)C3=O)n(C)n1
- TcdB inh: -0.6

CCCC#Cc1ccc2c(c1)O[C@H](CN(C)C(C)=O)[C@@H](C)CN([C@H](C)CO)S2(=O)=O
- TcdB inh: -0.6

COc1ccc(CNC(=O)C[C@H]2CC[C@@H](NS(=O)(=O)c3cccc(OC)c3)[C@@H](CO)O2)cc1
- TcdB inh: 0.6

N#C[C@@H]1[C@H](c2ccc(C3=CCCC3)cc2)[C@H](CO)N1C(=O)NC1CCCCC1
- TcdB inh: 0.0

COCC(=O)N1CC2(C1)CN(Cc1ccccc1Cl)[C@H](CO)c1[nH]c3cc(OC)ccc3c12
- TcdB inh: 0.9

C[C@@H]1CN([C@@H](C)CO)C(=O)c2cc(NC(=O)Nc3ccccc3)ccc2O[C@H]1CN(C)C(=O)Nc1ccc(F)cc1
- TcdB inh: -1.0

High-throughput results deposited in PubChem by Broad Institute.
